# Screening results (PubChem)
# Anthrax LF inh2: Bacillus anthracis LF protease inhibitors, primary screen, biochemical, multiplex microsphere, MLPCN library; Lethal factor (Bacillus anthracis), P15917; multiplex microsphere protease cleavage assay; inhibition, % at 10 µM; actives 0.12% (n = 360,000); further: plate controls were buffer without enzyme for full effect and enzyme alone for no effect
# GDH-TPI inh: GDH-TPI coupling enzyme inhibitors, primary screen, artefact control for M. tuberculosis FBA inhibitor project, biochemical, absorbance, full deck | GDH-TPI coupled enzyme counterscreen, NADH absorbance | inhibition, % at 4.8 µM | actives 1.2% (n = 360,000) | AID 588335, 2011; in the data active means inhibition above about 30%;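 further: 0% = DMSO wells and 100% = wells lacking the enzyme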
# BoNT-A LC inh2: BoNT/A light chain protease inhibitors, primary screen, biochemical, flow cytometry, MLPCN library; AID 588499, 2011; multiplex microsphere protease substrate cleavage; actives 0.17% (n = 360,000); inhibition, % at 10 µM; further: plate controls were buffer without enzyme for full effect and enzyme alone for no effect
# FadD28 binding: inhibitors of FadD28 bisubstrate probe binding, primary screen, biochemical, fluorescence polarization, single point; Mycobacterium tuberculosis FadD28 fatty-acid-AMP ligase; inhibition, % at 12.5 µM; actives 0.22% (n = 360,000); AID 588549, 2011; in the data active means inhibition above about 8.5%, passing the limit was not always enough; inconclusive means no clear call, values can overlap the other calls
# BoNT F protease: BoNT/F light chain protease inhibitors, primary screen, biochemical, flow cytometry, MLPCN library; Multiplex microsphere protease cleavage assay; inhibition, % at 10 µM; actives 0.22% (n = 360,000); in the data active means inhibition above about 35%, passing the limit was not always enough; inconclusive means no clear call, values can overlap the other calls; further: plate controls were buffer without enzyme for full effect and enzyme alone for no effect
# UGM FP inh: M. tuberculosis UGM enzyme inhibitors, primary screen, biochemical, fluorescence polarization, single point | inhibition, % at 10 µM | actives 0.06% (n = 320,000) | purified UGM, fluorescence polarization probe displacement; in the data active means inhibition above about 10%, passing the limit was not always enough; inconclusive means no clear call, values can overlap the other calls
# Target sequence (P9WIQ1 whole entry, looked up): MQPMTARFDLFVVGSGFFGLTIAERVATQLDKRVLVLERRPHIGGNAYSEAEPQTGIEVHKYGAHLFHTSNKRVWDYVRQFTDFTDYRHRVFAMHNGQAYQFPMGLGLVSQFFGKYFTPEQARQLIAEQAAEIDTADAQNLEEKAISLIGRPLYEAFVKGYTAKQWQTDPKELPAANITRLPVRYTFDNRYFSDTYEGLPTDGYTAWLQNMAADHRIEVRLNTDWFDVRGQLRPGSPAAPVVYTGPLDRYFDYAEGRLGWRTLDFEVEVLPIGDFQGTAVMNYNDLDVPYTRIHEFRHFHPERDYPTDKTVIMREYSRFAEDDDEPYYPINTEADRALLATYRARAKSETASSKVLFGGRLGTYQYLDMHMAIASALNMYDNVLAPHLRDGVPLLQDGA
# PfHsp40 yeast: rescue of yeast from PfHsp40 toxicity, primary screen, S. cerevisiae, ATP luminescence; actives 0.68% (n = 340,000); growth rescue, % at 12.5 µM; S. cerevisiae expressing PfHsp40, growth rescue; in the data active means growth rescue above about 28%, passing the limit was not always enough; inconclusive means no clear call, values can overlap the other calls;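 further: yeast W303a lacking pdr1 and pdr3 grown in galactose medium; growth measured after three days at 30 °C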
# FBA Mtb inh: Mtb FBA enzyme inhibitors, primary screen, biochemical, fluorescence, strain H37Rv; purified M. tuberculosis FBA, fluorescence read-out; AID 588726, 2011; inhibition, % at 1 µM; actives 2.3% (n = 360,000); Fructose-bisphosphate aldolase (Mycobacterium tuberculosis (strain ATCC 25618 / H37Rv)), …; in the data active means inhibition above about 27%;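 further: 0% = vehicle and 100% = reference inhibitor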
# Target sequence (P9WQA3 whole entry, looked up): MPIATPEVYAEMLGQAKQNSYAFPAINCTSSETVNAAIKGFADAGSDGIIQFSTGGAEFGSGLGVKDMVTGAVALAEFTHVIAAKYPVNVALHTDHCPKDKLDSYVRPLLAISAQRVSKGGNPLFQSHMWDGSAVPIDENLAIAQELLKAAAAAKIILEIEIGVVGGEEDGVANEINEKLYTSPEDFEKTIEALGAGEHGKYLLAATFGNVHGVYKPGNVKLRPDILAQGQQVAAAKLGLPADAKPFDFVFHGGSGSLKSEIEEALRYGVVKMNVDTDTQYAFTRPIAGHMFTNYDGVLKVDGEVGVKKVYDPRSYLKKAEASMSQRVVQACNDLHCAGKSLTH
# BioA inh: M. tuberculosis BioA enzyme inhibitors, primary screen, biochemical, plate reader, single point, HTS | 7,8-diaminopelargonic acid synthase BioA (Mycobacterium tuberculosis) | purified M. tuberculosis BioA enzyme | inhibition, % at 9.99 µM | actives 0.096% (n = 360,000) | AID 602481, 2012; in the data active means inhibition above about 40%; inconclusive means no clear call, values can overlap the other calls
# An asterisk follows results filed as active; ? = inconclusive; / = not tested or not shown. Unless noted, no stated cut-off is given here; in the data, active means inhibition above about 30%; inconclusive means no clear call, values can overlap the other calls; inactive means below that.
SMILES,Anthrax LF inh2,GDH-TPI inh,BoNT-A LC inh2,FadD28 binding,BoNT F protease,UGM FP inh,PfHsp40 yeast,FBA Mtb inh,BioA inh
CCCC1C(=O)Nc2ccccc2N1C(=O)c1ccc(C(C)(C)C)cc1 (configuration not stated),-4,3,1.1,-3.0,18,-4.5,5.7,1,/
COc1cccc(NC(=O)C(NCCC(C)C)c2ccccc2)c1 (configuration not stated),-6,-8,-0.9,-5.5,-18,2.0,-0.6,3,-0.4
CCOC(=O)c1c(NC(=O)CSc2nc3ccccc3[nH]2)sc2c1CC(C)(C)NC2(C)C,3,5,0.3,-2.3,4,1.4,0.3,0,9.5
Cc1cc(NC(=O)COn2nnc3ccccc32)no1,-1,2,-0.5,-1.4,-10,-2.2,-0.1,5,1.2
CC1CCCCN1C(=O)CN1CCN(S(=O)(=O)c2ccc(Br)cc2Cl)CC1 (configuration not stated),-5,-3,-0.1,-4.6,0,-4.3,1.7,-2,2.5
CCCCNC(=O)C1(C)CCN1C(=O)c1ccc2sccc2c1 (configuration not stated),-3,4,-0.3,-1.1,0,/,/,-2,2.3
CCNC(=S)N1CCN(CCN=CC2=C(O)CC(C)(C)CC2=O)CC1,1,-3,-0.8,2.7,1,-1.6,-1.3,4,-1.7
Cc1ccccc1/C=C1\OC(=O)c2ccccc21,-6,26,-1.5,-1.5,-1,-2.7,1.0,17,-1.3
O=C(c1ccc(CNS(=O)(=O)c2ccc(Br)cc2)cc1)N1CCCCCC1,0,-2,2.4,-1.9,-1,-1.3,2.5,-4,-0.2
CCC1(C(=O)O)NC(c2cccc(OC)c2O)C2C(=O)N(c3ccccc3)C(=O)C21 (configuration not stated),1,0,-1.1,-0.9,-15,0.0,0.1,1,0.1
Cc1ccc(C)c(S(=O)(=O)N/N=C2/CCCc3ccccc32)c1,/,3,/,-3.6,/,-3.0,-1.2,2,-0.4
Cc1ccc(CNC(=O)CCNS(=O)(=O)c2ccc(C)cc2)cc1,-3,2,0.1,-2.9,?,-1.3,0.6,2,0.7
COC(=O)/C=C(\C)NC(=O)c1ccccc1Cl,-1,0,0.2,-0.8,1,-1.7,0.1,3,-2.9
O=C(CCNC(=O)c1ccc(Br)cc1)Nc1nccs1,-7,-4,-0.8,-0.8,-3,1.7,0.3,-3,/
CCOc1ccc(S(=O)(=O)NCc2ccccn2)cc1,1,8,0.0,-2.6,-4,0.8,-0.3,0,-0.8

# Some entries already given, reduced to BoNT-A LC inh2 and UGM FP inh.
smiles	BoNT-A LC inh2	UGM FP inh
CCOC(=O)c1c(NC(=O)CSc2nc3ccccc3[nH]2)sc2c1CC(C)(C)NC2(C)C	0.3	1.4
CCCC1C(=O)Nc2ccccc2N1C(=O)c1ccc(C(C)(C)C)cc1 (configuration not stated)	1.1	-4.5
CCC1(C(=O)O)NC(c2cccc(OC)c2O)C2C(=O)N(c3ccccc3)C(=O)C21 (configuration not stated)	-1.1	0.0
O=C(c1ccc(CNS(=O)(=O)c2ccc(Br)cc2)cc1)N1CCCCCC1	2.4	-1.3
CCNC(=S)N1CCN(CCN=CC2=C(O)CC(C)(C)CC2=O)CC1	-0.8	-1.6

# (more compounds)
SMILES,Anthrax LF inh2,GDH-TPI inh,BoNT-A LC inh2,FadD28 binding,BoNT F protease,UGM FP inh,PfHsp40 yeast,FBA Mtb inh,BioA inh
Nn1c(SCC(=O)NC2CCS(=O)(=O)C2)nnc1-c1cccs1 (configuration not stated),-2,2,0.0,-0.4,-10,-1.8,0.2,-1,-0.4
CCCN(CC(=O)Nc1ccc(F)c(F)c1F)C(=O)c1ccc2c(c1)NC(=O)CS2,-1,5,2.1,-1.6,4,-0.1,0.0,1,0.7
COc1ccc(C(=O)CSC2=C(C#N)C3(CCCCC3)C(C#N)=C(N)N2)cc1,-4,23,-0.5,-0.4,-7,-4.5,-0.1,1,3.0
CCCNC(=O)COC(=O)/C=C/c1ccco1,-2,14,-0.6,-1.6,-10,0.8,0.2,2,/
COc1ccc(C(O)c2nc(-c3ccccc3C)cs2)cc1 (configuration not stated),1,10,-0.3,-3.2,2,/,/,-3,-1.0
CC(C)(C)OC(=O)N1CCCC(C(=O)Nc2ccc(C(=O)NCCc3ccccc3)cc2)C1 (configuration not stated),-7,-6,0.1,-7.3,0,/,2.3,-3,-0.8
Cc1ccc(-c2cn3c(=S)[nH]nc3s2)cc1,-1,1,-0.9,-2.5,-19,0.9,0.5,2,/
CNC(=O)c1cc2ccccc2o1,0,9,1.0,-2.1,-3,1.5,-1.5,1,0.8
O=C(Nc1ccccc1)C1=C[C@H](c2ccc3c(c2)OCO3)C[C@H](OCCCCO)O1,0,7,0.3,-1.8,-4,0.1,-0.1,12,-1.8
CCOc1cc(C2C(C(=O)N3CCCCC3)=C(C)NC3=C2C(=O)CCC3)cc(Br)c1O (configuration not stated),-1,13,-2.6,-0.3,-5,-3.1,0.3,5,-0.8
COc1ccc(OCC(=O)NNC(=O)c2ccc3c(=O)n4c(nc3c2)CCC4)cc1,0,4,-0.5,-3.7,0,0.4,-0.5,-3,-1.7
COc1cccc(C(=O)COC(=O)CCC(=O)c2ccccc2)c1,-3,0,1.2,1.4,1,1.5,-2.2,-1,-0.8
Cc1cc(C)n(Cc2ccc(Cl)cc2Cl)c(=O)c1S(=O)(=O)c1ccccc1,-5,-2,-0.5,-1.3,-4,1.7,-1.5,2,5.4
O=C(CN1CCN(C/C=C/c2ccccc2)CC1)NCc1ccc(Cl)cc1,4,-3,-0.4,-5.2,0,-0.4,-0.1,-5,-0.6
CCc1ccc(N(C(=O)c2ccco2)C(C(=O)NC2CCCC2)c2ccco2)cc1 (configuration not stated),4,3,-0.4,0.1,6,-0.8,-0.1,1,-1.0
O=C(CCSc1ccccc1)N1CCN(c2ccccc2F)CC1,-4,1,-1.2,-1.7,6,0.1,0.3,2,0.1
CN=C1N(C)C[C@@H]2[C@@H]3C(=O)N(C)C(=O)[C@@H]3[C@](Cc3ccccc3)(C(=O)OC)N12,-7,0,-0.2,-0.3,-4,/,1.6,0,-0.3
O=C(O)C(Cc1ccc(O)cc1)N1C(=O)c2c(Cl)c(Cl)c(Cl)c(Cl)c2C1=O (configuration not stated),/,24,/,1.3,/,0.5,0.3,3,0.5
COc1ccc(NC(=O)CCCN2C(=O)/C(=C\c3ccco3)SC2=S)cc1,5,8,9.2,1.4,1,-3.4,-1.0,1,-0.8
COc1ccccc1Sc1nc(-c2ccccc2)ncc1OC,-6,-6,-0.8,-8.6,-5,-1.4,-0.4,-4,/
C/C(=N\NC(=O)c1nnn(-c2nonc2N)c1CN(C)c1ccccc1)c1cccnc1,-1,18,-0.8,-4.1,4,-0.4,-1.3,5,1.4
CC(=O)c1c(C)[nH]c(C(=O)OCC(=O)C(C)(C)C)c1C,-1,4,-1.7,0.7,-7,-0.4,-1.2,2,/
COc1ccc(/C=N/NC(=O)c2ccncc2)cc1CN1CCOCC1,17,22,0.0,-1.8,-13,1.1,-1.0,0,/
COc1ccc(OC)c(NC(=O)CSc2nnnn2C2CCCC2)c1,-1,8,0.7,/,11,/,0.3,0,-0.5
COc1cc(C(=O)O)cc(OC)c1OCc1cc(C(=O)O)oc1C,-1,4,0.4,-1.2,1,-1.4,-2.0,1,-1.5
COC(=O)CCCCCN1C(=O)NC(C2CC2)C(C(=O)OCc2ccccc2)=C1C (configuration not stated),0,5,-0.2,-1.8,5,0.3,1.7,3,-3.3
O=C(CSc1nnnn1-c1ccccc1)Nc1ncc(Cc2cccc(Cl)c2Cl)s1,-1,-4,-0.1,-1.5,-4,4.6,-0.8,4,/
Cn1c(SCC(=O)NC2CCCCCC2)nnc1-c1cccs1,0,-3,-0.6,-0.4,10,1.1,0.2,2,0.6
O=C1N/C(=C/c2cccn2-c2ccccc2)C(=O)N1Cc1ccc(F)cc1,-5,10,-0.3,2.0,-3,/,0.2,-8,-1.0
Cc1cc(C)cc(C(=O)OCC(=O)N2CCCCCC2)c1,3,4,0.3,-4.2,-5,/,1.5,1,1.0
O=C(NCCc1ccccc1)c1n[nH]c(=O)c2ccccc12,0,-3,0.2,-1.0,4,0.1,-0.1,0,1.0
COc1ccc(-c2nc(NC(=O)c3cc(C(C)(C)C)nn3C)sc2C)cc1,-9,10,-0.5,-1.2,-18,2.3,0.0,3,-1.1
CC(C)(C)CC(C)(C)n1nnnc1N,5,2,-0.2,-1.9,0,/,0.3,5,/
CC(=O)c1c(C)[nH]c(C)c1C(C)=O,-4,16,-0.6,-1.1,-9,-3.7,2.2,-1,-2.9
COc1cccc(NC(=O)CN(C)C(=O)c2ccccc2CCc2ccccc2)c1,4,-6,-1.6,-4.3,-3,-5.0,-1.5,-1,-1.2
O=[N+]([O-])c1cccc(NC(=S)N2CCOCC2)c1,0,-6,-0.7,-3.3,2,0.9,0.0,-1,/
CC(C)N(Cc1ccccc1)C(=O)c1cccs1,3,-5,-2.2,/,4,-0.4,2.3,0,0.9
O=C(CNc1cccc(C(F)(F)F)c1)N/N=C/c1cn(-c2ccccc2)nc1-c1ccccc1,0,14,0.0,-1.6,-2,1.2,0.6,2,/
CN(Cc1c(C(=O)N/N=C/c2cccc(F)c2)nnn1-c1nonc1N)c1ccccc1,1,4,-0.7,-6.1,-1,-1.0,3.9,0,7.7
CCCCN(C(=O)C1CCC1)c1c(N)n(Cc2ccccc2)c(=O)[nH]c1=O,?,2,?,0.0,?,0.0,1.0,5,-4.4
Cc1nc([N+](=O)[O-])cn1CC(=O)c1ccc(Br)cc1,-18,12,0.1,-3.1,-2,0.4,-1.3,-1,-0.6
COc1ccc(CN(Cc2ccc(C(=O)O)cc2)C(=S)Nc2ccccc2C)cc1OC,-3,-3,0.6,-0.9,-3,4.1,-1.2,1,-0.5
CCOC(=O)CNc1ncc([N+](=O)[O-])cc1C#N,1,10,0.3,-3.5,0,-1.8,-2.2,0,/
O=C(NCc1ccco1)C(c1cccs1)N(Cc1ccccc1)C(=O)Cn1nnc2ccccc21 (configuration not stated),-2,4,-1.0,-1.6,-10,-0.8,-0.2,2,6.6
CCOc1cc(C=O)ccc1OCCSc1ccc(C)cc1,-3,1,2.6,0.8,8,1.9,?,5,1.2
COc1ccccc1C1C=C(c2ccccc2)Nc2nnnn21 (configuration not stated),2,-2,?,-5.8,0,-0.3,1.1,-4,0.7
O=C(Nc1ccc2c(c1)OCO2)c1cc(Cl)ccn1,-16,6,2.7,-4.4,-35,0.7,1.1,-4,-0.7
Cc1ccc(S(=O)(=O)CC(=O)c2ccc3c(c2)OCCO3)cc1,9,5,-1.0,-3.3,?,-0.8,0.5,-2,/
Cc1cc2cc3c(cc2nc1SCC(=O)OC(C)C)OCCO3,-2,12,-0.5,-1.9,6,0.9,2.7,0,0.1
NS(=O)(=O)c1ccc(NC2=CC(=O)C(=O)c3ccccc32)cc1,-10,4,-1.6,3.0,-24,-3.1,0.7,-2,6.7
COc1ccc(CNC(=O)CCc2c[nH]c3ccccc23)cc1,2,-2,-2.3,-0.9,13,5.0,0.7,3,0.0
Cc1ccc(C=C(C#N)C(=O)c2ccccc2)cc1,-3,/,0.2,2.2,-2,/,/,3,/
Cc1nc2nc(C)c(NS(=O)(=O)c3ccc(CC(C)C)cc3)c(=O)n2[nH]1,-21,-1,-5.0,-1.8,-8,3.2,-0.8,6,-1.2
CCOC(=O)CC1(C)NC(=O)c2c(C)sc(C(=O)OCC)c2N1 (configuration not stated),0,17,-0.6,-0.5,-1,-0.6,0.1,55*,/

# Random draw from the library. About 4.7% of those tested had a hit in this group.
